# Bioassay records (PubChem)
# EBV LMP1 NFkB = inhibitors of Epstein-Barr LMP1-induced NF-kappaB reporter; LMP1-induced NF-kappaB luciferase reporter cells, luminescence; inhibition, % at 12.5 µM; 350,000 compounds, 0.69% hits; AID 504558; in the data active means inhibition above about 41%;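 further: 0% = neutral control wells and 100% = reference inhibitor control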
# hiPSC survival = increases survival of single human iPS cells; hiPSC single-cell survival, ATPlite luminescence; 100% = ROCK inhibitor wells, 0% = DMSO; AID 602274; survival enhancement, % at 20 µM; 360,000 compounds, 0.044% hits; in the data active means survival enhancement above about 18%;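 further: cells exposed to compounds for 16 hours before the ATP read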
# NR2E3 ag-1 = agonists of human NR2E3 nuclear receptor; AID 602229; CHO-S Gal4-NCOR/VP16-NR2E3 two-hybrid, luciferase; inhibition of corepressor binding, % at 3.98 µM; 360,000 compounds, 0.35% hits; Q9Y5X4;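 active means inhibition above the mean of all tested compounds plus 3 SD, cut at about 70% in these data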;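 further: 0% = DMSO with NR2E3 transfected cells and 100% = cells lacking NR2E3 construct; higher means lower luciferase signal from less NR2E3 corepressor binding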
# Target sequence (Q9Y5X4 whole entry, looked up, the tested form may be a part): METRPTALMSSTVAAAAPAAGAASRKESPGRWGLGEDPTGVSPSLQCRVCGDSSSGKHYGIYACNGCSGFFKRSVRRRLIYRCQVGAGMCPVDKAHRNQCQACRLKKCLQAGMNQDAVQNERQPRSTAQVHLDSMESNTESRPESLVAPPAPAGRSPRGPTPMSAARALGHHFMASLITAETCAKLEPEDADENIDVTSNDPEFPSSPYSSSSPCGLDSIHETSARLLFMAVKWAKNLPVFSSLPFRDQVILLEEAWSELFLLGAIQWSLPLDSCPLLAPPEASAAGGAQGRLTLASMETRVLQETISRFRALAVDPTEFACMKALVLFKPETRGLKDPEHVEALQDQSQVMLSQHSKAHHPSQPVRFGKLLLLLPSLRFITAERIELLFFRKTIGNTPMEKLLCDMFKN
# HIF-2a block = HIF-2a inhibition; inhibition, % at 18.8 µM; AID 624352; 360,000 compounds, 0.72% hits; 786-0 RCC cells HIF-2a reporter, luciferase luminescence, overnight;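 active means inhibition of the luminescence signal of 40% or more relative to plate controls, in a single-dose primary screen at 18.75 µM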
# KKLEB tox = reduces viability of KKLEB cystic fibrosis airway cells | KKLEB CF airway cells viability, ATPlite luminescence, overnight; active compounds read low; cells stimulated with P. aeruginosa culture filtrate | activity change (cytotoxicity), % at 5 µM | 360,000 compounds, 0.36% hits;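 active means corrected activity change at or below -50% at 5 µM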
# Shn3 inh set2 = inhibitors of Schnurri-3 3'UTR reporter in osteoblasts; Clone20 osteoblast Shn3 3'UTR firefly luciferase, 24 h; inhibition, % at 12.5 µM; 360,000 compounds, 0.52% hits; AID 588674;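 active means mean inhibition of at least 75% with every replicate also reaching 75%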;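 further: 0% = median of neutral control wells and 100% = pilot-screen positive control compound; some compounds past the cut are filed as inactive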
# NR2E3 ag-2 = NR2E3 (human) agonism. Q9Y5X4. GST-NR2E3/biotin-RetCOR TR-FRET, 1536-well. inhibition of corepressor binding, % at 4.78 µM. 320,000 compounds, 0.12% hits. AID 2300;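 active means percent inhibition above the cutoff of mean plus 3 SD of all tested compounds, set per screening campaign, cut at about 20% in these data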;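 further: 0% = DMSO wells and 100% = biotin wells as full block of FRET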
#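 Test system: GST-NR2E3 and biotin-RetCOR proteins | Quantity: 1.35 nM GST-tagged NR2E3 final | Medium: Tris pH 7.5 | Also added: 7 nM biotin-RetCOR | Dosing: Compound at 4.8 µM, single dose | Timing: 5 h at 4 °C | Detection: Time-resolved FRET | Read-out basis: Percent inhibition | Benchmarks: Biotin wells as high control, 0.6% DMSO wells as low control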
# Peg3 prom inh = reduces Peg3 promoter-driven luciferase expression in HeLa | HeLa PEG-Prom luciferase reporter, luminescence, overnight | inhibition, % at 20 µM | 360,000 compounds, 1.7% hits | AID 588405;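 active means inhibition of at least 50% at 20 µM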
# MITF TRPM1 inh = inhibitors of MITF-driven TRPM1 promoter in melanoma cells; SK-MEL-5 TRPM1 promoter luciferase, 24 h; inhibition, % at 12.5 µM; 330,000 compounds, 0.83% hits;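 active means mean inhibition across replicates of 60% or more, whatever share of single replicates reaches that level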; further: values of inactives mirror those of a sister screen read the other way
# CF NFkB block = blocks PAF-induced NF-kB reporter in cystic fibrosis cells; KKLEB NF-kB-GFP reporter, GFP fluorescence overnight; inhibition, % at 5 µM; 360,000 compounds, 0.86% hits; AID 588850;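 active means at least 50% inhibition at 5 µM, scaled per plate between neutral and stimulator controls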;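 further: PAF is a Pseudomonas aeruginosa culture filtrate used as stimulus; plate controls were PAF-stimulated DMSO wells for no effect and unstimulated DMSO wells for full effect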
# C8 TRAIL sens = caspase-8 TRAIL sensitization; NB7+C8 cells + TRAIL, ATPlite viability luminescence; inhibition (viability loss, TRAIL sensitization), % at 10 µM; 360,000 compounds, 1% hits; AID 624354;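 active means compounds causing at least 50% loss of cell viability in the single-dose screen, relative to plate controls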
# An asterisk follows results filed as active; . = not tested or not shown. Not all compounds are listed; rates above refer to the full screens.
SMILES,EBV LMP1 NFkB,hiPSC survival,NR2E3 ag-1,HIF-2a block,KKLEB tox,Shn3 inh set2,NR2E3 ag-2,Peg3 prom inh,MITF TRPM1 inh,CF NFkB block,C8 TRAIL sens
CC1CN(C(=O)c2ccc(COc3ccc4ccccc4c3)o2)CC(C)O1 (stereo not given),-5,-1.1,-47,-95,-15,-13,1,-38,.,-6,-4
O=C(c1ccc(S(=O)(=O)Cc2cc(F)ccc2F)c([N+](=O)[O-])c1)N1CCCC1,0,-0.5,-31,-3,-12,8,2,29,31,19,1
Cc1ccc(O)c(C(=O)c2cnc3onc(-c4ccc(F)cc4)c3c2)c1,-10,0.8,-15,-8,-5,-5,1,8,5,17,-2
O=C(CCN1CCC(c2cccs2)=N1)c1cccs1,.,5.1,-46,-317,9,-15,-3,-260,.,-9,2
COc1ccc(NS(=O)(=O)c2cc(NC(=O)c3cnccn3)ccc2OC)cc1Br,-4,0.4,-16,28,-16,-10,-4,36,9,4,18
CCCNC(=O)c1cc(-c2ccc(OC)cc2)n(CCCOC)c1C,-5,-3.0,-14,10,5,4,4,18,-3,2,-9
Cc1cccc(NC(=S)NCCc2ccc(Cl)cc2)c1C,-16,-0.7,-15,-31,1,-7,0,-20,-6,11,-21
COc1cc2c(cc1OC)-c1nnc(-c3ccco3)n1C1(CCCC1)C2,-8,3.0,-21,-13,7,-9,1,-42,-8,1,2
O=C(COC(=O)Cc1ccccc1)NCc1ccc2c(c1)OCO2,3,3.8,17,10,-1,-17,.,9,11,8,11
Cc1ccccc1Cn1c(=O)n(CC2CCC(C(=O)NCCc3ccccc3)CC2)c(=O)c2ccccc21 (stereo not given),-11,-0.6,-42,13,-5,-4,-4,27,24,0,-4
CC(c1ccc2c(c1)OCO2)n1c(=S)[nH]c2ccccc2c1=O (stereo not given),-5,-0.6,24,15,-14,3,3,28,3,9,21
Cc1ccc(/C=C2/Sc3ccc(C(=O)N4CCN(C)CC4)cc3NC2=O)cc1,6,0.2,14,-52,7,5,0,25,-25,11,-1
CC(=O)c1cccc(NC(=O)c2cc(-c3ccc(C)cc3)on2)c1,0,-0.2,6,-141,1,-50,5,-134,-85,14,17
CC[C@@H]1Cc2cc(O)ccc2C2=C1c1ccc(O)cc1C[C@H]2CC,-4,-2.5,-13,46*,-14,72,1,65*,6,20,22
C[C@H](CO)N1C[C@H](C)[C@H](CN(C)Cc2ccc(-c3ccccc3)cc2)Oc2ccc(NS(=O)(=O)c3ccccc3)cc2CC1=O,5,1.5,2,-6,-8,31,.,46,5,24,15
Cc1ccc(S(=O)(=O)N2CC3CCC2C3)cc1 (stereo not given),-5,6.9,-2,10,2,3,1,7,3,8,-6
Nc1nnc(SCC(=O)Nc2sc3c(c2C(=O)c2ccccc2)CCCC3)s1,0,-1.0,-13,11,10,29,0,-3,15,-23,-1
COc1cccc(C(=O)NCCCN2CCN(CCCNC(=O)c3cccc(OC)c3)CC2)c1,12,6.0,10,16,-2,-6,0,0,5,-3,-11
Cc1ccc(-n2nc3c(=O)n(CCCC(=O)NCc4ccco4)nc(C)c3c2C)cc1,-14,-0.1,6,0,-23,-3,-3,8,15,-2,10
Cc1cc(C(=O)COC(=O)CCC(=O)c2ccc3c(c2)OCCO3)c(C)n1Cc1ccco1,-3,6.1,-22,11,7,-8,-4,-29,4,-5,28
CCOC(=O)c1cnc(-n2nc(C)cc2C)nc1Oc1ccccc1F,.,0.1,-27,11,-16,-113,3,1,.,24,-11
CCCOc1ccc(C(=O)NCCC(=O)NCCCC(=O)OCC)cc1,-7,-0.4,-14,-5,10,0,0,-1,1,-7,-5
CNC(=O)/C(C#N)=C/c1c(N2CCN(c3ccc(OC)cc3)CC2)nc2c(C)cccn2c1=O,-5,-0.4,-5,20,7,-3,0,10,-7,-75,-13
O=[N+]([O-])c1ccc2c(c1)nc(CO)n2Cc1ccccc1,4,0.4,-11,17,4,2,0,15,-1,18,-4
COc1cccc(SCc2noc(C(=O)NCCC(C)C)c2C(=O)NCCC(C)C)c1,0,-2.8,-21,8,-5,2,-1,16,5,19,11

# New compounds follow
SMILES,EBV LMP1 NFkB,hiPSC survival,NR2E3 ag-1,HIF-2a block,KKLEB tox,Shn3 inh set2,NR2E3 ag-2,Peg3 prom inh,MITF TRPM1 inh,CF NFkB block,C8 TRAIL sens
CCCNc1c(NS(=O)(=O)c2ccc3c(c2)CCCC3)c(=O)oc2ccccc12,0,0.3,-3,6,-18,10,2,30,-1,28,-31
COc1ccc(CN2CCC(N3CCC(C(=O)N4CCOCC4)CC3)CC2)c(F)c1,2,1.3,-10,15,12,3,1,4,2,10,3
Nc1cc(Cl)cc2c1-c1ccc(Cl)cc1C2O (stereo not given),-3,-1.3,-5,-129,12,-13,.,-52,-10,-83,0
O=C(Nc1ccc(F)cc1F)c1ccc2nc(N3CCOCC3)sc2c1,-11,-1.4,-146,-124,-14,-21,0,-83,.,-11,-2
Cc1cc(C)nc(SCC(=O)N2CCc3ccccc32)n1,-9,-0.4,-80,-185,2,-77,2,-225,-51,13,0
Cc1ncoc1C(=O)N1CCCC(CCC(=O)NCc2ccc(F)c(F)c2)C1 (stereo not given),-17,1.7,-21,-39,4,-13,0,-13,-15,8,-4
CCC(C)[C@H](N)c1nnc(SCC(=O)Nc2ccc(C)cc2C)o1 (stereo not given in full),2,-0.6,-18,7,10,-19,-1,3,2,19,-15
Cc1ccc(CSc2nnc(-c3ccncc3)n2CC2CCCO2)cc1 (stereo not given),5,1.0,-3,7,0,-9,0,4,9,-17,-9
O=S(=O)(Nc1ccccc1)c1ccc2c(c1)CCO2,8,-0.6,-33,18,2,-11,1,5,5,4,-5
CN1CCN(C(=O)/C(=C/c2ccccc2)c2ccccc2)CC1,1,-1.5,-17,18,-6,8,1,5,9,3,-3
c1csc(-c2noc(COc3ccc4c(c3)CCCC4)n2)c1,-43,-0.8,-119,-217,0,-110,-2,-344,-138,19,-9
COc1ccc(NC(=O)CSc2ncnc3[nH]ncc23)cc1,-9,-0.2,6,6,1,0,1,-3,4,-12,-11
S=C(N/N=C/c1ccc(Br)cc1)N1CCCCC1,-37,-0.4,-109,-296,3,-136,2,-309,-56,-6,2
Cc1ccc2oc(=O)c3cnn(CC(=O)NC4CCCCC4C)c3c2c1 (stereo not given),-5,0.2,9,8,6,12,1,-2,5,-28,14
CCOC(=O)N1CCN(C(=O)/C=C/c2ccc3c(c2)OCO3)CC1,-2,1.1,1,-2,8,1,1,-6,-6,-14,-1
CC(=O)Nc1ccc(C(=O)OCCCOC(=O)c2ccc(NC(C)=O)cc2)cc1,10,-0.5,-7,9,5,0,0,11,-7,14,0
CC(C)(C)OC(=O)N/N=C/c1cn(-c2ccccc2)nc1-c1cccnc1,-1,-0.2,-16,-7,1,9,4,15,-19,-7,-2
COc1ccc(S(=O)(=O)NCC(c2ccc3c(c2)OCO3)N2CCN(C)CC2)cc1OC (stereo not given),5,-0.5,0,13,7,1,-4,-17,-4,12,-10
O=C(Nc1ccc(N2CCN(C(=O)c3ccccc3)CC2)cc1)c1cc([N+](=O)[O-])ccc1N1CCOCC1,1,0.1,-2,21,-13,6,-1,12,-7,14,-3
CN(c1ccc(Cl)cc1)c1cc(=O)n(C)c2ccccc12,-26,0.2,-20,-145,-8,9,21*,-39,27,-129,-4
O=c1[nH]cnc2c1ncn2C1OCC(O)C(O)C1O (stereo not given),0,-3.7,10,8,-18,11,.,7,-6,-12,-6
CCCCNC(=O)c1ccccc1NC(=O)c1ccc2c(c1)OCO2,-1,0.0,6,-6,3,-5,5,-1,13,5,-3
c1ccc(Cn2nnc(CNc3ccccc3)c2-c2c(CNc3ccccc3)nnn2Cc2ccccc2)cc1,4,2.3,-46,18,-6,34,-3,29,14,24,10
O=C(CSc1nc(O)cc(=O)[nH]1)C1CC1,2,1.5,4,16,-12,-10,0,14,3,8,5
O=S(=O)(c1ccc(Cl)cc1)N1CCN(c2ccc(N3CCOCC3)nn2)CC1,-6,1.3,2,18,0,18,0,-3,3,10,-2

# Complete entries, quoted from the list. Values in the order: EBV LMP1 NFkB, hiPSC survival, NR2E3 ag-1, HIF-2a block, KKLEB tox, Shn3 inh set2, NR2E3 ag-2, Peg3 prom inh, MITF TRPM1 inh, CF NFkB block, C8 TRAIL sens
# Profile of O=C(c1ccc(S(=O)(=O)Cc2cc(F)ccc2F)c([N+](=O)[O-])c1)N1CCCC1 = 0, -0.5, -31, -3, -12, 8, 2, 29, 31, 19, 1
# Profile of COc1cc2c(cc1OC)-c1nnc(-c3ccco3)n1C1(CCCC1)C2 = -8, 3.0, -21, -13, 7, -9, 1, -42, -8, 1, 2
# Profile of COc1ccc(NS(=O)(=O)c2cc(NC(=O)c3cnccn3)ccc2OC)cc1Br = -4, 0.4, -16, 28, -16, -10, -4, 36, 9, 4, 18
# Profile of O=c1[nH]cnc2c1ncn2C1OCC(O)C(O)C1O (stereo not given) = 0, -3.7, 10, 8, -18, 11, ., 7, -6, -12, -6

# (continued)
SMILES,EBV LMP1 NFkB,hiPSC survival,NR2E3 ag-1,HIF-2a block,KKLEB tox,Shn3 inh set2,NR2E3 ag-2,Peg3 prom inh,MITF TRPM1 inh,CF NFkB block,C8 TRAIL sens
CN1CCc2c(sc3c2C(=O)NC(/C=C/c2ccco2)N3)C1 (stereo not given),10,-0.4,-1,-1,-2,-38,-2,13,0,6,-5
Cc1nn(-c2ccccc2)c(OC(=O)c2cccs2)c1S(=O)(=O)c1ccc([N+](=O)[O-])cc1,6,-0.5,9,-3,-4,-44,-4,7,13,6,-18
CCCCc1ccc(NC(=S)N2CCCC(C)C2)cc1 (stereo not given),-1,-3.2,-24,-132,-3,37,3,-92,-12,6,-7
CN(C)c1ccc(/C=N/NC(=O)c2nnn(-c3nonc3N)c2COc2ccc(F)cc2)cc1,-5,1.1,-6,14,8,6,0,87*,-6,0,-6
CCCN1CCN(CCCNC(=O)Cn2nc(-c3ccc(Cl)cc3)ccc2=O)CC1,-6,-1.2,-4,15,3,2,1,1,-9,6,-10
O=C(CSc1nnc(Cc2cccs2)n1-c1ccccc1)NC1CCCCC1,3,-0.8,3,13,9,6,0,18,-5,8,16
Cc1ccc(NC(=O)CSC(C)C(=O)OCc2cc(=O)oc3cc(O)ccc23)cc1 (stereo not given),7,0.2,-10,2,1,-8,.,0,.,4,-6
CC1(C(=O)NS(=O)(=O)c2ccc(C#N)cc2)CCN1C(=O)CC1CC1 (stereo not given),.,6.3,-11,1,15,16,.,6,.,-5,-13
COCc1c(Br)c(C)[nH]c(=O)c1C#N,-6,2.1,2,11,-5,3,2,10,1,5,-5
Cc1ccn2cc(-c3cccc(NS(C)(=O)=O)c3)nc2c1,-11,-1.9,-58,-235,1,-41,0,-184,-84,-11,27
O=C(CNC(=O)C1CCCCC1)Nc1ccccc1Cl,9,0.9,-17,3,-4,6,1,4,0,14,1
N/C(=N\OC(=O)c1ccc(Br)o1)c1cccnc1,-14,0.2,-69,-238,-4,-83,2,-148,-29,-13,2
C/C(=N/NC(=O)c1ccco1)c1cccnc1,2,0.6,-25,-4,-5,-29,2,7,-1,14,-11
